TAAR1 ag = agonists of human TAAR1. CHO RD-HGA16 TAAR1, Fluo-8 calcium fluorescence; vehicle wells 0%, saturating PEA agonist 100%. AID 624467. 0.99% of 360,000 active. activation, % at 3 µM;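 active = activation above the mean activation of all test compounds in the run plus 3 SD, cut at about 38% in these data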
Target sequence (Q96RJ0 whole entry, looked up): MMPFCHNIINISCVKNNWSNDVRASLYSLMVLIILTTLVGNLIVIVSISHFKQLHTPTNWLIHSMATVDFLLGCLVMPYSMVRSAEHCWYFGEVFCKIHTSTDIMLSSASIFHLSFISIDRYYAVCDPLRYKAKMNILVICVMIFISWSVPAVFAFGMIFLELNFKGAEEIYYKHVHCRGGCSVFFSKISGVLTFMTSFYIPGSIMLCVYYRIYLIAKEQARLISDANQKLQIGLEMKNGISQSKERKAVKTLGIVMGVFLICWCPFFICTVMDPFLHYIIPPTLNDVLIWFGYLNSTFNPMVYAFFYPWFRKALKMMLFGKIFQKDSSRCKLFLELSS
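test system = CHO RD-HGA16 cells carrying human TAAR1 plus Gα16 | schedule = 17-24 h seeding, 75 min 37 °C dye, 30 min RT | compound dosing = 3 µM single concentration | control set = DMSO and PEA EC100 | replicates = n 1 | signal = Fluo-8 fluorescence, 5 s baseline then 140 s kinetic read | measure = percent activation vs PEA EC100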
M1 ag = activates human CHRM1 receptor | 0.33% of 360,000 active | activation, % at 3 µM | CHO-K1 hM1, Fluo-8 calcium fluorescence, agonist mode; 0% DMSO, 100% acetylcholine EC100 | P11229;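 active = activation above the run's mean compound activation plus 3 SD, cut at about 16% in these data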;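 note: peak over basal fluorescence ratio within a 140 s kinetic read after compound addition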
Target sequence (P11229 whole entry, looked up): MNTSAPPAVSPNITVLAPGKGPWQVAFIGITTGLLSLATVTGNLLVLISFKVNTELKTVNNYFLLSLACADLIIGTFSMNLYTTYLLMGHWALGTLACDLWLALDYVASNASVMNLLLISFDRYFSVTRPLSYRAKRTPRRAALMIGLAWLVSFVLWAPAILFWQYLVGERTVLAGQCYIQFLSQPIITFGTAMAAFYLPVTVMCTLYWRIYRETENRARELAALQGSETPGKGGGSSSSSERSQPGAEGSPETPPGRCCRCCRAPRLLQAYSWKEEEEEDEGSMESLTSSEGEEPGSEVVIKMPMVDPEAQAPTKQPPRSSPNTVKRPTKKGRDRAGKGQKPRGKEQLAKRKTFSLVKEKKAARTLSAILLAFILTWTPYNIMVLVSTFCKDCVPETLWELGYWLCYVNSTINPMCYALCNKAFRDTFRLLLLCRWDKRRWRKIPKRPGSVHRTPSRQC
M1 PAM = human CHRM1 positive allosteric modulation | P11229 | CHO-K1 hM1, Fluo-8 calcium fluorescence, ACh EC20; 0% = ACh EC20, 100% = maximal ACh | activation, % at 3 µM | 0.088% of 360,000 active; in the data active = activation above about 19%, passing the limit was not always enough
CHRM1 antagonist = human CHRM1 antagonism. P11229. CHO-K1 hM1, Fluo-8 calcium fluorescence, ACh EC80 antagonist. inhibition, % at 3 µM. 1.3% of 360,000 active;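 active = percent inhibition above its own plate's cutoff, namely the mean of that plate's compound wells plus 3 SD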;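 note: peak over basal fluorescence ratio during 140 s after agonist addition; 0% = ACh EC80 plus DMSO and 100% = DMSO alone without agonist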
M1 ag parental = nonselective activator or artifact in parental CHO-K1 cells; 0.48% of 360,000 active; activation, % at 3 µM; Fluo-8 calcium fluorescence; scaled to maximal ATP response, vehicle zero; in the data active = activation above about 15%;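 note: untransfected CHO-K1 host cells lacking M1 receptor as counterscreen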
TAAR1 antag = antagonists of human TAAR1; Q96RJ0; CHO RD-HGA16 TAAR1, Fluo-8 calcium fluorescence, antagonist; inhibition, % at 3 µM; 1.5% of 360,000 active; AID 624466;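 active = inhibition above a per-plate cutoff, the mean inhibition of test compounds on that plate plus 3 SD, cut at about 49% in these data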;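 note: 0% = DMSO plus EC80 beta-PEA response and 100% = DMSO alone without agonist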
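Test system: hTAAR1-expressing CHO RD-HGA16 cells, Gα16-coupled; Probe or stimulus: EC80 β-phenethylamine stimulus; Compound dosing: single nominal final test compound concentration of 3 µM; Timing: 140 s kinetic read after compound, 140 s after agonist; Signal: Fluo-8 calcium-sensitive fluorescence; Measure: % inhibition of agonist calcium response; Controls: DMSO and EC80 PEA controls.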
CHO-K1 Ca PAM = M1 PAM counterscreen hit in parental CHO-K1 cells; ATP EC20, Fluo-8 calcium fluorescence; 0% at ATP EC20, 100% at ATP max; activation, % at 3 µM; 0.02% of 360,000 active;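 active = activation above the run cutoff, the mean activation of all test compounds plus 3 SD, cut at about 40% in these data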;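 note: peak over basal fluorescence ratio in a 140 s read after ATP addition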
CHO-K1 Ca antag = counter-screen for M1 antagonists: effect in parental CHO-K1 cells; inhibition, % at 3 µM; AID 602250; 0.6% of 360,000 active; ATP-induced calcium, Fluo-8 fluorescence;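 active = inhibition above a per-plate cutoff, the plate's mean sample inhibition plus 3 SD, cut at about 24% in these data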;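 note: 0% = DMSO plus EC80 ATP and 100% = DMSO alone without ATP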
CHO parental Ca = signal in parental CHO cells, OX1R antagonist counter-screen; parental CHO-K1, ATP-induced calcium, Fluo-8 fluorescence; inhibition, % at 5.6 µM; 0.63% of 330,000 active; AID 463079;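 active = inhibition above that plate's mean sample inhibition plus 3 SD, cut at about 26% in these data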;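 note: 0% = ATP-challenged DMSO wells and 100% = DMSO wells without ATP; some compounds past the cut are filed as inactive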
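Material: parental CHO cells / Compound: single nominal dose of 5.6 µM per compound / Signal: Fluo-8 fluorescence / Replicates: singlicate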
* = called active by the depositor; · = not tested or not shown.

Preview:
1: CCOC(=O)CN(C(=O)COc1nc(-c2ccccc2)cc(C)c1C#N)c1cccc(OC)c1
2: CCOC(=O)CNc1c(N2CCN(c3ccccn3)CC2)c(=O)c1=O
3: COc1ccc(CCN(C)C(=O)CN2C(=O)c3ccccc3S2(=O)=O)cc1OC
4: O=C(O)CSCC(=O)NCc1csc2ccc(Cl)cc12
5: O=C(CCCn1c(=S)[nH]c2cc3c(cc2c1=O)OCO3)N1CCN(c2ccccn2)CC1
6: Nc1nc(Oc2ccc(F)cc2)c(Br)c(=O)[nH]1
7: C=CC(=O)N1CCCC(Nc2nc(Nc3ccc(N(C)C(=O)CC)cc3C)nc3nc[nH]c23)C1 (stereo not given)

Assay by compound,1,2,3,4,5,6,7
TAAR1 ag,10,1,2,14,9,2,6
M1 ag,-4,-3,-5,-3,-6,2,-11
M1 PAM,-1,-10,6,1,2,16,-5
CHRM1 antagonist,10,15,-7,2,-1,-17,4
M1 ag parental,0.9,0.3,1.1,-0.1,0.2,-0.1,0.2
TAAR1 antag,55*,-3,-9,-36,-21,-2,6
CHO-K1 Ca PAM,5,1,21,-6,14,-14,15
CHO-K1 Ca antag,-8,3,-7,0,-16,19,-12
CHO parental Ca,-20,-5,3,-13,·,-3,-8

8: CCc1nc2ccc(C(=O)NCCCn3ccnc3)cn2c1N(CC)C(=O)NCCc1ccccc1
9: CCc1cc2c(=O)c(-c3cscn3)coc2c(CN(C)C)c1O
10: COc1ccc(-c2nnn(Cc3ccccc3)n2)cc1OC
11: CC(=O)c1cccc(S(=O)(=O)N2CCC(C(=O)O)(c3ccccc3)CC2)c1
12: Cc1cccc(C)c1-n1nnnc1C(c1ccnc2ccccc12)N(CCC#N)Cc1ccccc1 (stereo not given)
13: C=CCC(=O)N1CCCC(CO)(Cc2ccc(F)cc2F)C1 (stereo not given)
14: COc1ccc(Cl)cc1C(=O)NCC#N

Assay by compound,8,9,10,11,12,13,14
TAAR1 ag,2,10,6,5,-1,5,0
M1 ag,-4,-4,-4,-4,·,-1,-1
M1 PAM,5,1,1,3,·,3,6
CHRM1 antagonist,-11,-19,-15,-3,·,-10,-3
M1 ag parental,-0.1,0.1,1.2,-0.2,0.9,0.1,0.0
TAAR1 antag,-16,3,-13,-7,18,-19,-15
CHO-K1 Ca PAM,6,2,22,-1,10,-10,-8
CHO-K1 Ca antag,-2,-3,-22,-11,-13,-5,20
CHO parental Ca,·,-2,-1,2,·,-9,-12

15: O=C(COc1ccccc1F)N1CCc2ccccc2C1

Assay by compound,15
TAAR1 ag,2
M1 ag,-9
M1 PAM,12
CHRM1 antagonist,-8
M1 ag parental,0.2
TAAR1 antag,7
CHO-K1 Ca PAM,22
CHO-K1 Ca antag,-13
CHO parental Ca,-2

The listing (from the top)
1: CCOC(=O)CN(C(=O)COc1nc(-c2ccccc2)cc(C)c1C#N)c1cccc(OC)c1
2: CCOC(=O)CNc1c(N2CCN(c3ccccn3)CC2)c(=O)c1=O
3: COc1ccc(CCN(C)C(=O)CN2C(=O)c3ccccc3S2(=O)=O)cc1OC
4: O=C(O)CSCC(=O)NCc1csc2ccc(Cl)cc12
5: O=C(CCCn1c(=S)[nH]c2cc3c(cc2c1=O)OCO3)N1CCN(c2ccccn2)CC1

Assay by compound,1,2,3,4,5
TAAR1 ag,10,1,2,14,9
M1 ag,-4,-3,-5,-3,-6
M1 PAM,-1,-10,6,1,2
CHRM1 antagonist,10,15,-7,2,-1
M1 ag parental,0.9,0.3,1.1,-0.1,0.2
TAAR1 antag,55*,-3,-9,-36,-21
CHO-K1 Ca PAM,5,1,21,-6,14
CHO-K1 Ca antag,-8,3,-7,0,-16
CHO parental Ca,-20,-5,3,-13,·

6: Nc1nc(Oc2ccc(F)cc2)c(Br)c(=O)[nH]1
7: C=CC(=O)N1CCCC(Nc2nc(Nc3ccc(N(C)C(=O)CC)cc3C)nc3nc[nH]c23)C1 (stereo not given)
8: CCc1nc2ccc(C(=O)NCCCn3ccnc3)cn2c1N(CC)C(=O)NCCc1ccccc1
9: CCc1cc2c(=O)c(-c3cscn3)coc2c(CN(C)C)c1O
10: COc1ccc(-c2nnn(Cc3ccccc3)n2)cc1OC

Assay by compound,6,7,8,9,10
TAAR1 ag,2,6,2,10,6
M1 ag,2,-11,-4,-4,-4
M1 PAM,16,-5,5,1,1
CHRM1 antagonist,-17,4,-11,-19,-15
M1 ag parental,-0.1,0.2,-0.1,0.1,1.2
TAAR1 antag,-2,6,-16,3,-13
CHO-K1 Ca PAM,-14,15,6,2,22
CHO-K1 Ca antag,19,-12,-2,-3,-22
CHO parental Ca,-3,-8,·,-2,-1

11: CC(=O)c1cccc(S(=O)(=O)N2CCC(C(=O)O)(c3ccccc3)CC2)c1
12: Cc1cccc(C)c1-n1nnnc1C(c1ccnc2ccccc12)N(CCC#N)Cc1ccccc1 (stereo not given)
13: C=CCC(=O)N1CCCC(CO)(Cc2ccc(F)cc2F)C1 (stereo not given)
14: COc1ccc(Cl)cc1C(=O)NCC#N
15: O=C(COc1ccccc1F)N1CCc2ccccc2C1

Assay by compound,11,12,13,14,15
TAAR1 ag,5,-1,5,0,2
M1 ag,-4,·,-1,-1,-9
M1 PAM,3,·,3,6,12
CHRM1 antagonist,-3,·,-10,-3,-8
M1 ag parental,-0.2,0.9,0.1,0.0,0.2
TAAR1 antag,-7,18,-19,-15,7
CHO-K1 Ca PAM,-1,10,-10,-8,22
CHO-K1 Ca antag,-11,-13,-5,20,-13
CHO parental Ca,2,·,-9,-12,-2

16: Cc1cccc(N2CCN(C(=O)C3CCN(S(=O)(=O)c4c(C)noc4C)CC3)CC2C)c1 (stereo not given)
17: CCOc1ccc2nc(SCC(=O)c3ccc(C)s3)sc2c1
18: CCOC(=O)/N=C(/NC(=O)Nc1ccc(C(=O)OCC)cc1)OC
19: Cc1ccc(C(c2c(C)[nH][nH]c2=O)c2c(C)[nH][nH]c2=O)cc1[N+](=O)[O-]
20: O=C(Nc1ccc2c(c1)OCO2)N1CCN(c2cccc(C(F)(F)F)c2)CC1

Assay by compound,16,17,18,19,20
TAAR1 ag,15,16,5,0,3
M1 ag,-6,-2,-3,-4,-1
M1 PAM,-10,0,5,5,2
CHRM1 antagonist,2,-16,-4,-3,6
M1 ag parental,8.2,1.4,0.8,0.2,3.8
TAAR1 antag,-3,21,0,-8,25
CHO-K1 Ca PAM,6,23,11,-7,9
CHO-K1 Ca antag,3,-12,6,2,10
CHO parental Ca,-7,-8,-9,-3,20

21: COc1cccc(NC(=S)NNC(=O)Cn2nc([N+](=O)[O-])cc2C)c1
22: COc1cc(OC)c(/C=N/NC(=O)c2ccc(NC(C)=O)cc2)cc1Br
23: O=C(Nc1nnc(-c2cccc(F)c2)s1)Nc1ccccc1F
24: CCOc1cc(CN2CCN(CCc3ccccc3)C(CCO)C2)ccc1OC (stereo not given)
25: CCOC(=O)N1CCC(NC(=O)C(CC(C)C)NC(=O)C2CCC(C)CC2)CC1 (stereo not given)

Assay by compound,21,22,23,24,25
TAAR1 ag,8,-1,3,0,4
M1 ag,-1,-7,-4,-3,-3
M1 PAM,4,3,0,11,5
CHRM1 antagonist,-2,-3,-2,2,-5
M1 ag parental,-0.8,-0.2,0.1,1.1,0.0
TAAR1 antag,-9,5,12,-6,7
CHO-K1 Ca PAM,-13,12,2,26,19
CHO-K1 Ca antag,22,-2,4,-7,7
CHO parental Ca,-12,·,2,-22,-11

26: CN(Cc1nc2ccccc2n1C)S(C)(=O)=O
27: Cc1c(NC(=O)c2cc(-c3ccc(F)cc3)on2)c(=O)n(-c2ccccc2)n1C
28: CCOc1ccccc1-n1c(SCC(N)=O)nc2ccccc2c1=O
29: CCn1c(CNC(=O)c2ccc(Cl)cc2)nnc1SCC(=O)N1CCOCC1
30: O=[N+]([O-])c1cccc2cnccc12

Assay by compound,26,27,28,29,30
TAAR1 ag,2,6,7,2,0
M1 ag,-5,-9,-1,1,2
M1 PAM,9,3,2,12,15
CHRM1 antagonist,-8,7,-5,-4,-22
M1 ag parental,-0.1,0.9,0.0,-0.3,1.5
TAAR1 antag,9,-7,5,-14,-4
CHO-K1 Ca PAM,5,6,-9,-19,1
CHO-K1 Ca antag,-8,-11,11,-4,-18
CHO parental Ca,-5,-13,-13,-4,·

31: COc1ccc(N2C(=O)CC(Sc3ncn[nH]3)C2=O)c(OC)c1 (stereo not given)
32: OCCN1CCN(CC(O)COc2ccc(-c3ccccc3)cc2)CC1 (stereo not given)
33: O=C(CC1C(=O)NCCN1Cc1ccc(-c2ccccc2)cc1)NCC1CC1 (stereo not given)
34: CC1COC2C(O1)N(S(C)(=O)=O)CCN2S(C)(=O)=O (stereo not given)
35: O=C(Cn1nnc(-c2ccccc2Cl)n1)Nc1cccc(S(=O)(=O)N2CCCC2)c1

Assay by compound,31,32,33,34,35
TAAR1 ag,8,2,0,8,8
M1 ag,-8,-3,-4,-2,2
M1 PAM,7,0,4,-4,-8
CHRM1 antagonist,-3,-13,3,4,4
M1 ag parental,-0.3,0.9,0.7,0.2,5.5
TAAR1 antag,-13,11,6,-17,13
CHO-K1 Ca PAM,23,5,16,18,-9
CHO-K1 Ca antag,-10,2,2,-10,-4
CHO parental Ca,-26,-2,-10,4,3

36: COc1ccc(-c2nc(CN3CCN(c4ccccc4OC)CC3)c(C)o2)cc1
37: O=S(=O)(c1ccc(Cl)s1)N1CCN(C/C=C/c2ccccc2)CC1
38: Cc1ccc(/C=N/NC(=O)c2n[nH]c3c2CCCC3)cc1
39: CSc1ccc(CNC(=O)c2c(C)noc2C)s1
40: COC(=O)c1cc(COc2ccc3oc(C)c(C(=O)OC(C)C)c3c2)c(C)o1

Assay by compound,36,37,38,39,40
TAAR1 ag,4,1,1,3,5
M1 ag,-2,-4,-3,-3,-3
M1 PAM,7,-1,4,-5,7
CHRM1 antagonist,2,14,-10,8,-6
M1 ag parental,2.0,-0.4,0.4,5.3,-0.3
TAAR1 antag,17,6,-11,-3,-4
CHO-K1 Ca PAM,-3,-3,-4,8,8
CHO-K1 Ca antag,-12,22,-4,-2,-5
CHO parental Ca,-30,-10,2,-9,-20

41: CSCC(=O)N1CCC(Oc2cccc(C(=O)NCc3ccccn3)c2)CC1
42: CC(C)(Oc1ccc(Cl)cc1)C(=O)OCC(=O)NCCc1ccc(S(N)(=O)=O)cc1
43: O=C1C2C3C=CC(C2C(=O)N1c1ccc(O)cc1)C1C2C(=O)N(c4ccc(O)cc4)C(=O)C2C31 (stereo not given)
44: Cc1nc2cc(NC(=O)N3c4ccccc4CC3C)ccc2n1C (stereo not given)
45: Oc1ccc(Nc2nc(-c3ccccc3O)nc3ccccc23)cc1
46: CC(C)n1cc(CN2CCCC(CNS(=O)(=O)c3cccc4cccnc34)C2)cn1 (stereo not given)

Assay by compound,41,42,43,44,45,46
TAAR1 ag,2,2,2,5,4,2
M1 ag,-1,-1,-1,-7,-6,-6
M1 PAM,-1,6,5,-4,9,-4
CHRM1 antagonist,2,-2,-8,0,-8,-3
M1 ag parental,2.4,1.7,-0.3,0.7,4.4,-0.1
TAAR1 antag,-12,-6,-29,-19,22,-7
CHO-K1 Ca PAM,0,-11,-18,-5,-1,1
CHO-K1 Ca antag,-12,-7,6,-15,-7,0
CHO parental Ca,-7,·,-3,-11,·,-18

Screens (PubChem)
